aDG glyco up: increases alpha dystroglycan glycosylation. 0.22% of 360,000 active. activation, % at 10 µM. Pro5-aDG cells, alpha-DG glycosylation AlphaScreen (IIH6); 0% Pro5, 100% B10-LARGE cell signal;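 active = activation of at least 8% versus controls, or a plate z-score of at least 8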;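 note: Pro5 are CHO cells carrying HIG-tagged alpha-DG that lacks glycosylation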
Vif inh: HIV Vif inhibition. HEK293T cells, Vif self-association by quenched fluorescence, imaging, 24 h. inhibition, % at 7.49 µM. 0.35% of 340,000 active. AID 602346; in the data active = inhibition above about 50%, passing the limit was not always enough; inconclusive = no clear call, values can overlap the other calls; inactive = below about 31%; note: some results filed as inactive read as strong as hits
NOD2 RIPK2 PPI: inhibitors of human NOD2-RIPK2 interaction | O43353 | CHO BLA complementation NOD2-RIPK2, CCF4 ratio | inhibition, % at 4.98 µM | 0.38% of 360,000 active | AID 624267; in the data active = inhibition above about 21%;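 note: 0% = vehicle only and 100% = reference blocker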
Target sequence (O43353 whole entry, looked up): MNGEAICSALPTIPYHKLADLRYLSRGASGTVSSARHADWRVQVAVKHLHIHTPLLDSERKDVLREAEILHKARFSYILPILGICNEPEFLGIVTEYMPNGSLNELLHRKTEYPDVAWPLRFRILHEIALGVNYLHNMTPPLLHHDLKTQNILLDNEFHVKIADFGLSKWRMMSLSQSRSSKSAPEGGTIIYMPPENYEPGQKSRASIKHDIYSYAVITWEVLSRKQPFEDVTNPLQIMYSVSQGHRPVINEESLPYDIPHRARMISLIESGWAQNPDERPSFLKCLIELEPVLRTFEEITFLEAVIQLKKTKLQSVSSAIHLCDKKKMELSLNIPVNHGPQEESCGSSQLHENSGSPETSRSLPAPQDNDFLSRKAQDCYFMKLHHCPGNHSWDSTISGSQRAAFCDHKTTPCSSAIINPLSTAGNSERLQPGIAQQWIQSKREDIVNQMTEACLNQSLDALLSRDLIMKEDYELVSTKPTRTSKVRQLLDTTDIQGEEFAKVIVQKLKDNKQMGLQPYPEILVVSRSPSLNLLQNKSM
Glyco luc inh: blocks N-linked glycosylation in D54 reporter cells; D54 ERlucT glycosylation luciferase reporter, 24 h; percent of 100 nM tunicamycin response; reporter increase, % at 12.5 µM; 0.23% of 360,000 active; AID 588692;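 active = mean luciferase reporter signal, scaled so untreated is 0 and the glycosylation-blocking control 100, at or above a set limit in every replicate; inconclusive = mean reaches the limit but not every replicate does; inactive = mean below the limit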;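 note: luciferase carries N-glycosylation sites so blocking glycosylation raises the light; 0% = median of neutral control wells and 100% = median of 100 nM tunicamycin wells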
ABHD5-PLIN5 inh: blocks binding of human ABHD5 to perilipin-5; Split G. princeps luciferase complementation, luminescence, 4 h; 0.78% of 360,000 active; Q00G26+Q8WTS1; inhibition, % at 4 µM;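 active = inhibition above the mean inhibition across every tested compound plus 3 SD, cut at about 22% in these data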;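 note: 0% = DMSO only wells and the 100% control is not disclosed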
ABCB6 inh MLPCN: inhibitors of human ABC transporter ABCB6 | K562-ABCB6 porphyrin accumulation, flow cytometry, 1 h; hits give low values | fluorescence ratio to DMSO, % at 10 µM | AID 602162 | 0.19% of 360,000 active | Q9NP58;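 active = fluorescence ratio to DMSO below 75%, the collection mean minus 3 SD; inconclusive = too few cells collected in the well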;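 note: signal is porphyrin accumulated inside mitochondria; 100% equals median channel fluorescence of DMSO control wells; lower ratio means ABCB6 inhibition with less porphyrin fluorescence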
MC4R antag cAMP: antagonists of human melanocortin 4 receptor (MC4R) | P32245 | MC4R-expressing cells, MTII-stimulated cAMP, LANCE TR-FRET | inhibition, % at 6.5 µM | 0.48% of 360,000 active;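 active = inhibition above its plate's cutoff, the mean of tested wells on that plate plus 3 SD, cut at about 29% in these data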;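 note: 0% = Melanotan II alone and 100% = Melanotan II plus saturating MCL0020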
Target sequence (P32245 whole entry, looked up): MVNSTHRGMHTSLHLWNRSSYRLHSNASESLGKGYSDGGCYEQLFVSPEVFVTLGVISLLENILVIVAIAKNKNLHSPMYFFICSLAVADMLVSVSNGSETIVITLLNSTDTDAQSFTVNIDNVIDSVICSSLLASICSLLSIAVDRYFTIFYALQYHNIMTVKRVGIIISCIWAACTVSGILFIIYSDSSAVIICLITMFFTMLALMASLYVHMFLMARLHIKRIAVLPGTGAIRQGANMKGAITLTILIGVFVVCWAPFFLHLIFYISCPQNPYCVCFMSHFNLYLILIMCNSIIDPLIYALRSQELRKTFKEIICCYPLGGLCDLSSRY
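Assay system: human MC4R-expressing U2OS cells; reagent: Melanotan II stimulation of cells; dosing: 6.5 µM single dose; timing: compound 30 min, challenge 1 h, detection 1 h; signal: TR-FRET cAMP assay; replicates: one well per compound, no replicates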
MC4R barr agon: agonists of human melanocortin 4 receptor (MC4R) beta-arrestin; activation, % at 8.9 µM; 0.98% of 360,000 active; U2OS MC4R beta-arrestin complementation, luminescence; percent of melanotan II response, DMSO zero; P32245;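 active = activation above a per-plate cutoff, the mean activation of sample wells on that plate plus 3 SD, cut at about 8% in these data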
Granule exo inh: lytic granule exocytosis inhibition; TALL-104 LAMP-1 surface exposure, flow cytometry; cells stimulated with thapsigargin and PMA; inhibition, % at 10 µM; 0.66% of 360,000 active; AID 651702;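 active = inhibition above about 55%, limit read from the data; inconclusive = no clear call, values can overlap the other calls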
TLR9-MyD88 inh: inhibitors of human TLR9-MyD88 binding; CHO BLA complementation TLR9-MyD88, CCF4 FRET ratio; inhibition, % at 4.98 µM; 0.21% of 340,000 active;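 active = inhibition above the mean over all tested compounds plus 3 SD, cut at about 21% in these data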;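 note: 0% = DMSO only wells and 100% = clavulanate BLA inhibitor control wells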
Numbers without * were called inactive; ? = inconclusive; . = not tested or not shown. This is a subset; the hit share may differ from the screen's.

SMILES	aDG glyco up	Vif inh	NOD2 RIPK2 PPI	Glyco luc inh	ABHD5-PLIN5 inh	ABCB6 inh MLPCN	MC4R antag cAMP	MC4R barr agon	Granule exo inh	TLR9-MyD88 inh
COc1ccc(Cl)cc1NC(=S)NCc1ccccn1	0.7	-5.9	-0.6	2.1	0.4	102.0	15.1	-1.6	-1.7	1.6
CN(C(=O)CCNC(=O)N1CC(=O)Nc2ccccc21)C1CCCCC1	0.0	8.5	-4.2	2.7	5.6	110.0	0.1	-2.3	-8.4	9.5
COc1ccc(Cc2nc(-c3ccncc3)no2)cc1	0.4	10.8	-7.5	-3.8	2.3	92.0	16.8	-2.0	-5.8	10.5
COc1ccccc1NC(=O)CN1CCN(CC(=O)Nc2cc(NC(C)=O)ccc2OC)CC1	-0.2	-1.1	-6.3	-1.8	10.5	97.0	-1.9	-1.3	-0.4	0.2
COc1ccc(N(CC(=O)Nc2c(C)n(C)n(-c3ccccc3)c2=O)S(=O)(=O)c2ccc(F)cc2)cc1	0.8	8.1	-7.9	0.6	13.4	93.0	-5.5	1.1	20.4	2.8
COc1cc(C(=O)NNC(=S)NC(=O)c2ccc(Cl)cc2)cc(OC)c1OC	0.5	10.5	1.4	0.7	-1.9	96.0	-5.9	-3.9	6.8	4.7
CCC(C)NC(=O)/C(=C/c1ccco1)c1ccccc1 (configuration not stated)	-0.1	-9.1	-7.1	0.1	3.3	116.0	12.3	-1.4	9.1	-8.2
COc1ccccc1CCNC(=O)c1cc(COc2cccc(C(F)(F)F)c2)on1	-0.3	-3.7	-4.9	1.3	-17.8	100.0	-3.3	-1.2	10.7	11.7
CN(C)c1ccc(NC(=O)CSCc2nc3c(nnn3Cc3ccc(F)cc3)c(=O)[nH]2)cc1	0.2	.	3.7	0.3	-8.2	99.0	3.8	-1.0	3.0	9.0
CCOCc1cc(C2NC(=O)NC(C)=C2C(=O)OCC)ccc1OC (configuration not stated)	-0.1	-3.6	-8.1	1.8	0.0	105.0	4.6	-1.0	-6.4	-6.5
CCOc1ccc(C(=O)NCC2CCCO2)cc1OCC (configuration not stated)	-0.1	-0.1	-4.8	-0.3	-7.5	93.0	-0.7	-4.3	-6.9	3.1
O=C(OCC(=O)N1CCc2ccccc2C1)c1cccs1	0.0	-5.8	-3.9	0.8	4.9	105.0	-0.1	-0.3	3.0	0.6
Cc1nc(-c2ccncc2)nc(NCCNc2ncccc2C(F)(F)F)c1Cl	0.0	-13.7	-12.5	-3.4	3.6	98.0	4.6	-0.5	6.0	-6.6
O=C(NC1CC1)C1=C[C@@H](C2CC2)C[C@@H](OCCCCO)O1	-0.3	3.5	6.1	2.4	-1.6	98.0	-0.8	-1.3	3.4	3.8
N/C(Cn1cncn1)=N\NC(=O)C(=O)Nc1cccc(C(F)(F)F)c1	-0.1	27.3	-1.5	0.9	-1.5	?	6.8	-4.2	5.4	1.0
CCc1ccc2c(c1)C(c1ccc([N+](=O)[O-])cc1)=NNC(c1ccc(C)cc1)=N2	0.0	-6.8	-0.7	-3.1	-5.6	92.0	0.7	-0.8	6.7	2.7
O=C(c1cncc(Br)c1)N1CCN(c2ccc([N+](=O)[O-])cc2)CC1	0.4	-13.8	-7.5	1.5	-5.1	98.0	3.1	0.0	1.3	-5.8
O=C(COC(=O)c1ccc(S(=O)(=O)N2CCOCC2)cc1)Nc1ccccc1F	-0.2	?	2.9	-0.9	0.6	106.0	2.5	-4.1	-3.6	-6.4
CCN(CC)S(=O)(=O)c1ccc(C(=O)OCC(=O)N2CCN(C(=O)c3ccco3)CC2)cc1	-0.5	30.8	11.6	0.3	-0.5	95.0	3.9	-2.1	-2.5	6.3
O=C(NCC1CCCO1)c1coc2nc3ccccc3nc12 (configuration not stated)	-0.3	-0.5	-7.0	-0.1	3.6	105.0	3.6	-0.5	-0.8	1.4
O=C(COC(=O)c1ccccc1C(=O)c1ccc(Cl)c([N+](=O)[O-])c1)NC1CCCCCC1	0.2	27.0	16.4	-20.9	2.5	84.0	63.8*	-3.0	53.6	17.7
CC(C)(C)c1ccc(OCCCNC2CCCC2)cc1	6.7*	-2.7	2.4	-1.0	-3.8	99.0	11.9	5.3	-4.7	-0.5
N/C(=N\OC(=O)c1ccc(Br)o1)c1ccccn1	0.0	-10.2	1.5	-13.0	0.4	89.0	-7.0	-1.1	3.6	4.2
CCC(CC)C(=O)Nc1cccc(-c2nc3ccccc3o2)c1	0.2	.	6.0	0.3	-5.3	94.0	13.8	4.7	5.8	2.5
C#CCOCCOCCOCCNc1nc(N2CCOCC2)nc(N2CCN(C(=O)[C@H](Cc3cc4ccccc4[nH]3)n3cc([C@@H](N)Cc4ccc(O)cc4)nn3)CC2)n1	-0.3	-0.6	-0.8	0.6	11.5	96.0	2.1	-0.2	-1.8	-3.7
O=C(Cn1cc(/C=N/NC(=O)c2cccc3ccccc23)c2ccccc21)Nc1ccc(F)cc1	0.2	-13.2	2.4	-3.8	-8.1	98.0	-1.9	-1.4	-3.0	3.1
CCc1sc(C(=O)N2CCN(CC(=O)Nc3cccc(F)c3)CC2)cc1C	0.0	-0.9	9.2	2.1	-7.1	100.0	7.2	3.8	-5.4	-6.5
CN(C)CC/C=C1\c2cc(F)ccc2CSc2ccccc21	0.5	-4.6	3.7	1.1	14.7	93.0	-0.6	-2.5	-3.4	0.2
CCN(CC)S(=O)(=O)c1cc(C(=O)OCC(=O)NC(=O)c2cccn2C)ccc1C	0.0	0.9	-9.3	1.9	2.2	92.0	0.4	0.0	-7.2	5.6
CCN(CC)S(=O)(=O)c1ccc(/C=C/C(=O)Nc2ccc(N3CCOCC3)cc2)cc1	0.2	-2.5	2.4	-2.9	-0.1	92.0	3.4	-1.2	-4.1	-8.8

Retrieved by compound from the entries so far, 2 records:
SMILES	aDG glyco up	Vif inh	NOD2 RIPK2 PPI	Glyco luc inh	ABHD5-PLIN5 inh	ABCB6 inh MLPCN	MC4R antag cAMP	MC4R barr agon	Granule exo inh	TLR9-MyD88 inh
O=C(c1cncc(Br)c1)N1CCN(c2ccc([N+](=O)[O-])cc2)CC1	0.4	-13.8	-7.5	1.5	-5.1	98.0	3.1	0.0	1.3	-5.8
O=C(OCC(=O)N1CCc2ccccc2C1)c1cccs1	0.0	-5.8	-3.9	0.8	4.9	105.0	-0.1	-0.3	3.0	0.6

(continued)
SMILES	aDG glyco up	Vif inh	NOD2 RIPK2 PPI	Glyco luc inh	ABHD5-PLIN5 inh	ABCB6 inh MLPCN	MC4R antag cAMP	MC4R barr agon	Granule exo inh	TLR9-MyD88 inh
Cc1ccccc1Cn1ccc(NC(=O)c2cnn3cccnc23)n1	0.0	-8.4	-7.5	-1.4	-13.2	99.0	6.1	-0.3	0.4	0.4
CCn1cc(C(=O)NCC(=O)NC(C)(C)CO)c(=O)c2cc3c(cc21)OCO3	-0.1	25.4	-0.8	4.4	6.5	97.0	-1.6	1.6	-0.5	-9.6
CCCN1C2CCCC1CC(NC(=O)c1cc(OC)cc(OC)c1)C2 (configuration not stated)	-0.2	24.3	5.3	1.0	-6.1	86.0	10.3	-2.1	15.9	-12.8
COC(=O)c1c(C)oc2ccc(OC(=O)N3CCOCC3)cc12	-0.3	13.0	-12.9	0.4	1.6	106.0	2.8	0.8	0.5	5.9
CCCC(=O)N(Cc1cc(=O)[nH]c2ccccc12)c1ccc(C)cc1C	0.6	-4.7	-0.7	-0.4	7.5	100.0	12.7	-1.4	8.1	0.5
O=C(NCc1ccc(F)cc1)c1ccc(CS(=O)Cc2ccccc2Cl)o1 (configuration not stated)	-0.2	3.8	-0.8	-1.6	6.4	99.0	3.7	-0.2	-2.2	-3.0
CCOC(=O)C1=C(N)OC2=C(C(=O)CC(C)(C)C2)C1c1ccco1 (configuration not stated)	-0.3	9.8	-20.3	3.9	7.3	92.0	-1.2	0.3	17.9	3.7
COc1ccc(Cl)cc1NC(=O)C[n+]1cccc(C)c1	-0.1	2.0	7.7	-2.1	6.0	155.0	5.5	0.8	-9.0	6.4
Nc1nc(SCC(=O)Nc2ccccc2)[nH]c(=O)c1NC(=O)c1cccs1	-0.2	24.0	13.4	0.5	-8.1	87.0	10.9	-1.4	-5.9	8.4
O=C(Cc1ccccc1)NN1C(=O)C2C(C1=O)C1C=CC2C12CC2 (configuration not stated)	0.3	0.1	-5.8	-5.3	0.3	103.0	-1.2	-0.9	-1.9	-5.6
O=C(Cc1ccccc1)Nc1c(C(=O)N2CCOCC2)cnn1-c1ccccc1	-0.2	-1.2	0.9	0.1	0.6	103.0	11.5	-0.4	3.8	-0.6
Cc1ccc(NC(=S)NNC(=O)c2ccccc2O)c(C)c1	-0.3	2.2	-7.9	1.8	-6.5	99.0	-0.6	-0.6	0.3	4.9
O=C(NNC(=O)C1CC1)c1cc(Cl)nc2ccccc12	-0.2	-1.6	-5.5	1.1	-4.2	90.0	-2.4	-2.7	-1.0	1.6
COc1ccc(C(=O)NC(C(=O)NCc2ccccn2)C(C)C)cc1 (configuration not stated)	0.3	18.6	2.0	-1.0	-1.1	98.0	4.7	0.1	-1.0	10.5
CC(C)CN(C(=O)c1ccc(-n2cncn2)c([N+](=O)[O-])c1)C1CCS(=O)(=O)C1 (configuration not stated)	0.0	.	-0.7	1.5	-9.0	102.0	10.8	-1.9	1.1	-7.8
CCOC(=O)c1c(NC(=O)CN2CCCc3ccccc32)sc(C(C)=O)c1C	-0.1	6.0	-3.8	-0.7	6.7	123.0	4.3	23.0*	1.2	0.2
c1ccc2sc(SCc3ccc(-c4nnco4)cc3)nc2c1	1.0	-19.6	0.8	-7.4	-4.0	85.0	-3.6	-1.2	-1.4	1.2
CCCOc1ccc2oc(=O)c3c(c2c1)CCCN3C(=O)CN1CCCC(C(=O)OCC)C1 (configuration not stated)	0.1	-7.0	3.9	-3.5	-1.4	99.0	4.0	1.3	1.3	-1.1
CN1N=C(N)c2cn(C3OC(COP(=O)(O)O)C(O)C3O)c3ncnc1c23 (configuration not stated)	81.7*	14.1	-7.8	-2.6	-6.0	107.0	3.9	-1.4	7.3	-12.9
CCN(CC)CCCNC(=O)/C(=C\c1cccn1C)NC(=O)c1cccs1	-0.4	0.5	3.1	1.7	4.5	101.0	2.1	-1.4	-1.0	-2.9
O=C(Oc1ccc2ccc(=O)oc2c1)c1cccs1	-0.1	0.6	-7.4	0.0	-1.1	104.0	15.9	2.5	-2.4	-8.2
COc1cc(C#Cc2c(-c3cncn3C)n(C)c3ccc(-c4ccc(CN5CCOCC5)cc4)cc23)cc(OC)c1	4.4	7.8	1.0	-4.4	8.5	91.0	7.4	-1.2	20.1	-6.2
CC(C)(C)c1ccc(OCCC(=O)OCC(=O)NC(=O)NC2CCCC2)cc1	0.0	0.6	-10.2	-1.2	-4.1	92.0	5.8	1.6	8.1	-1.0
CCOc1ccc(OCc2ccc(C(=O)N3CCOCC3)cc2)cc1	0.1	33.2	1.8	0.0	-1.4	99.0	7.0	-0.9	2.3	5.3
O=C(CSc1n[nH]c(-c2ccccc2O)n1)N1CCCc2ccccc21	0.1	0.0	6.2	12.1	-5.3	97.0	1.2	-1.2	-0.5	3.4
